Tb PYK inh: qHTS of Trypanosoma Brucei Inhibitors. pyruvate kinase (Trypanosoma brucei), Q57TT1. TbPYK enzyme, Kinase-Glo Plus ATP luminescence, 45 min. Potency, µM (top dose mostly 76.8 µM), for the others: at the highest dose activity, negative = inhibition, actives largely listed as inhibitors. actives 0.12% (n = 410,000). AID 624173, 2012; note: nearly all actives have a fitted effect of over 50% in size
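Readout: single end-point luminescence (Kinase-Glo Plus, 10 min). Reaction conditions were TbPYK/substrate plus 130 uM ADP, 45 min at RT, pH 7.2 TEA buffer. No-enzyme wells served as controls, and data were normalized before concentration-response fitting.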
HCV inhibitor: qHTS Assay for Inhibitors of Hepatitis C Virus (HCV); Huh7.5.1 HCVcc-Cre infection, luciferase reporter, 44 h; Potency, µM (top dose mostly 41.8 µM), for the others: at the top dose activity change, negative = inhibition, most hits filed as inhibitors; actives 3.4% (n = 340,000); AID 651820, 2012
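Cells seeded at 1,000/well and cultured 4 h, then compounds added followed by HCVcc-Cre virus (~0.5 moi). After 44 h further culture, luciferase substrate was added, plates held 15 min at room temperature, and luminescence read for 15 sec.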
Starred values were filed as active, the others as inactive; ? = inconclusive; [ ] = dose if it differs, or a comment. Calls come from the whole dose curve; as a rule, active = well fitted curve in the direction sought with a large enough effect; inconclusive = small, poorly fitted or top-dose-only effect, or another doubt; inactive = no such curve, though single readings can be large; an effect the other way counts as inactive or inconclusive. % is set by controls: 0 for no effect and ±100 for the full control effect; potency is the fitted concentration of half-maximal effect.

SMILES	Tb PYK inh	HCV inhibitor
C=CCn1c(=O)c2c(nc(-c3ccc(S(=O)(=O)O)cc3)n2C)n(C)c1=O	-8.9%	-2.7%
Oc1ccccc1C=NN1CCCCCC1	-12.8%	-1.0%
Cc1ccc(S(=O)(=O)N2CCCCC2)cc1C(=O)OCC(=O)N1c2ccccc2NC(=O)C1(C)C	-6.5%	11.2µM*
O=C(COC(=O)Cn1cnc2ccccc2c1=O)NNC(=O)c1ccc(Br)cc1	0.5%	-3.6%
CSc1ncccc1C(=O)Nc1cc(Cl)ccc1N1CCOCC1	3.8%	?
COCCN(C(=O)COC(=O)C12CC3CC(CC(C3)C1)C2)c1c(N)n(Cc2ccccc2)c(=O)[nH]c1=O	6.3%	9.8%
O=C(OCC(=O)N1CCCCC1)c1ccc2ccccc2n1	1.0%	22.2%
CCN1C(=O)CC(C(C)C)N(C2CCCC2)c2nc(Nc3ccc(C(=O)NC4CCN(C)CC4)cc3OC)ncc21 (stereo unspecified)	-5.2%	17.0%[8.37 µM]
CCOC(=O)C1=CC[C@H]2c3c(c4ccccc4n3C)C(=O)C1N2Cc1ccccc1	-7.5%	21.0%
O=C(Nc1ccc(Br)cn1)c1cccc2ccccc12	-3.1%	-14.3%
C[C@H](CO)N1C[C@H](C)[C@@H](CN(C)C(=O)Nc2ccccc2)Oc2ccc(NC(=O)c3ccncc3)cc2C1=O	3.1%	19.9%
COC(=O)c1nc(-c2ccccc2)nc(-c2ccccc2)c1C(=O)OC	-2.1%	-16.7%
CC(=O)c1ccc(N2CCN(C(=O)c3cc(S(=O)(=O)N4CCOCC4)ccc3C)CC2)cc1	-1.2%	22.1%
COC1C=COC2(C)Oc3c(C)c(O)c4c(O)c(c(CN5CCN(C)CC5)c(O)c4c3C2=O)NC(=O)C(C)=CC=CC(C)C(O)C(C)C(O)C(C)C(OC(C)=O)C1C (stereo unspecified)	-2.8%	6.9%
CC[C@]12c3[nH]c4cc(CCC(=O)N(C)C)ccc4c3CCN1C(=O)[C@@H](CC(=O)NCC13CC4CC(CC(C4)C1)C3)C[C@@H]2C(=O)N1CCN(C(=O)C2CC2)CC1	5.3%	?
CC(=Nc1ccccc1)C1=C(O)C(Cc2ccc(O)cc2)NC1=O (stereo unspecified)	4.1%	21.4%
O=[N+]([O-])c1ccc(Cl)cc1P(=O)(O)c1cc(Cl)ccc1[N+](=O)[O-]	-2.8%	24.6%
COc1cc2cc(C(=O)N3CC(COS(C)(=O)=O)c4ccc(O)cc43)[nH]c2c(OC)c1OC (stereo unspecified)	-2.6%	?
COc1ccc(S(=O)(=O)Nc2ccc3c(c2)C(=O)N([C@@H](C)CO)C[C@H](C)[C@H](CN(C)CC2CC2)O3)cc1	-6.3%	6.5%
O=c1[nH]c(=S)[nH]c2nccnc12	-4.5%	-1.8%
CCOC(=O)C1=CN(CC)S(=O)(=O)NC1c1ccccc1 (stereo unspecified)	-2.7%	-17.6%[8.37 µM]
CCOC(=O)Cn1c(CN(C)Cc2ccccc2)nc2c1c(=O)n(C)c(=O)n2C	4.8%	?
NC(CSC1(c2ccc(Cl)cc2)c2ccccc2-c2ccccc21)C(=O)O (stereo unspecified)	-5.2%	0.0%
COC(=O)C1C2CC3c4[nH]c5cc(OC)ccc5c4CCN3CC2CC(O)C1OC (stereo unspecified)	-0.6%	-6.6%
C[C@H](CO)N1C[C@H](C)[C@@H](CN(C)C(=O)Nc2ccccc2)Oc2c(NS(=O)(=O)c3ccccc3)cccc2C1=O	3.7%	-2.6%
CC[C@]12c3[nH]c4ccccc4c3CCN1C(=O)C(CC(=O)NCCCn1ccnc1)C[C@@H]2C(=O)N1CCN(C(=O)c2ccco2)CC1 (stereo partly specified)	-1.8%	?
O=C1OC(CN(Cc2ccccc2)Cc2ccccc2)CN1N=Cc1ccc([N+](=O)[O-])o1 (stereo unspecified)	2.2%	6.1%
CC(=O)Oc1ccc([C@@H]2COc3c(ccc4c3C=CC(C)(C)O4)C2)c(OC(C)=O)c1	-4.1%	9.3%
Cc1ccc(Cn2c(C(C)Nc3nc(C)cs3)nc3cc(Cl)c(Cl)cc32)cc1 (stereo unspecified)	-1.2%	?
Cc1ccc(S(=O)(=O)Oc2ccccc2-c2ccccc2)cc1	-1.6%	?
O=C(CCCN1C(=O)/C(=C\c2ccccc2)SC1=S)N1CCOCC1	-11.0%	?
O=CN1CCN(C=O)C(O)C1O (stereo unspecified)	-6.1%	24.5%
O=C(Nc1ccc(C(=O)N2CCCC2)cc1)c1ccccc1	?	-11.0%[8.37 µM]
O=C(Nc1cccc(Cl)c1)OCCOC(=O)Nc1cccc(Cl)c1	1.0%	?
Cc1ccc(CN2CCN(CC(=O)N3CCC(C(N)=O)CC3)C2=O)cc1	-0.4%	18.0%
CCNC1(C(N)=O)CCN(Cc2ccccc2)CC1	-6.1%	1.0%
O=C1CC(c2ccccc2)=C(c2ccccc2)C1	4.1%	9.6%
CCC12C(=Nc3c(Cl)cccc31)C[C@@H]1CCN3C(=O)CCC[C@H]2[C@H]13 (stereo partly specified)	-1.5%	?
COC(=O)CC(CC(=O)OC)n1cccc1	-10.3%	12.6%
CCOC(=O)C1CCCN(C(=O)c2cc3ccccc3cc2OC)C1 (stereo unspecified)	5.0%	-7.6%

Retrieved by compound from above:
SMILES	Tb PYK inh	HCV inhibitor
O=C(CCCN1C(=O)/C(=C\c2ccccc2)SC1=S)N1CCOCC1	-11.0%	?
COC(=O)CC(CC(=O)OC)n1cccc1	-10.3%	12.6%
Cc1ccc(S(=O)(=O)Oc2ccccc2-c2ccccc2)cc1	-1.6%	?
C[C@H](CO)N1C[C@H](C)[C@@H](CN(C)C(=O)Nc2ccccc2)Oc2c(NS(=O)(=O)c3ccccc3)cccc2C1=O	3.7%	-2.6%
CC[C@]12c3[nH]c4ccccc4c3CCN1C(=O)C(CC(=O)NCCCn1ccnc1)C[C@@H]2C(=O)N1CCN(C(=O)c2ccco2)CC1 (stereo partly specified)	-1.8%	?
CCOC(=O)Cn1c(CN(C)Cc2ccccc2)nc2c1c(=O)n(C)c(=O)n2C	4.8%	?

Following part.
SMILES	Tb PYK inh	HCV inhibitor
C#CCOCCOCCOCCNc1nc(N2CCN(C(=O)CCCCCCCCCCNC(=O)[C@H](CCCCN)n3cc(C[C@@H](C)CC)nn3)CC2)nc(N2CCN(C(=O)CCCCCCCCCCNC(=O)[C@H](CCCCN)n3cc(C[C@@H](C)CC)nn3)CC2)n1	-0.3%	-11.5%[8.37 µM]
O=C(CCCc1ccncc1)c1ccccc1	11.1%	1.8%
Cc1cc(C)c2c(c1)CC(C)(C)CC2=O	-0.6%	11.2%
C[C@@H](N)C(=O)NC[C@H]1O[C@@H](n2cnc3c(N)ncnc32)[C@H](O)[C@@H]1O	-30.8%	9.2%
CC12CCC(C(=O)N(c3nccs3)C1=O)C2(C)C (stereo unspecified)	-4.6%	8.9%
O=C(NNC(=O)c1cccc2ccccc12)c1cccc(Cl)c1	5.5%	-14.9%
O=C(COC(=O)C1=NN(c2ccccc2)C(=O)CC1)Nc1nc(-c2ccc(F)cc2)cs1	1.4%	?
CC(C)(CC(=O)c1ccccc1)CC(=O)c1ccccc1	-3.3%	14.3%
COc1ccccc1NS(=O)(=O)c1cc(C(=O)N2CCN(C(=O)c3ccco3)CC2)ccc1F	-6.1%	-4.6%
COc1ccc(NC(=S)N2CCN(C)CC2)cc1	10.1%	19.4%
Cc1nc2ccsc2c(=O)n1-c1ccccc1Cl	-6.3%	-0.2%
COc1ccc(C=C2C(=O)NC(=S)NC2=O)cc1OC	?	-2.7%
CCOc1cc(S(=O)(=O)NCc2ccccc2)c(OCC)cc1-n1cnnn1	-1.2%	-16.8%
OCC1OC(n2cnc3c(=S)nc[nH]c32)CC1O (stereo unspecified)	-25.7%	10.6%
COC(=O)[C@@]12CCCCN1[C@H](c1ccc(-c3ccccc3)c(OC)c1)[C@H]1C(=O)N(C)C(=O)[C@H]12	-6.1%	12.0%
CCOC(=O)N1CCN(Cc2nc(-c3ccc(OC)cc3)no2)CC1	6.3%	-18.4%
CC(C)(C)c1csc(NC(=O)c2cccnc2Cl)n1	0.1%	7.9%
O=C1C=C(c2cccnc2)CCC1	-9.0%	7.0%
CCN(CC)C(=O)c1cccc(NC(=O)C2CCN(C(=O)c3cccs3)CC2)c1	-10.0%	27.3%
COc1ccc(C(=O)OCC(=O)N2CCN(S(=O)(=O)c3ccc(C)cc3)CC2)cc1[N+](=O)[O-]	2.5%	6.0%
O=C(O)Cc1cc(=O)[nH]n(-c2ccccc2)c1=O	0.0%	12.6%
CCOC(=O)C1=CN(CC2CCCCC2)CCC1=O	-3.2%	-1.3%
O=Cc1c[nH]c2ccc(NC(=O)OCc3ccccc3)cc12	8.8%	-2.1%
CC(C)c1ccc(S(=O)(=O)N2CCN(C(=O)C3=COCCO3)CC2)cc1	-1.8%	-1.4%
COC(=O)c1cccc(Oc2nc3c(c(=O)n(C)c(=O)n3C)n2Cc2ccc(C)cc2)c1	5.9%	?
O=C(NNC(=O)c1cccc(S(=O)(=O)N2CCCCC2)c1)c1ccccc1	0.6%	-1.9%
Cc1nn(CC(=O)OCC(=O)NCCc2ccc(F)cc2)c(C)c1[N+](=O)[O-]	0.9%	6.7%
Cc1cccc(NC(=O)c2cnc3sccn3c2=O)n1	0.4%	11.8%
CCOC(=O)c1ccc[n+]([O-])c1	-2.6%	9.4%
COc1ccc2c(c1C)CCC(C)(C#N)C2=O (stereo unspecified)	-0.6%	-11.0%
CC(C)(C)NC(=O)CC1C[C@H](C(=O)N2CCCCC2)[C@@]2(CCc3ccccc3)c3[nH]c4ccccc4c3CCN2C1=O (stereo partly specified)	5.0%	6.2%
O=C(C=Cc1ccccc1)CC(c1ccccc1)N1CCOCC1 (stereo unspecified)	-23.9%	?
CN(CC(=O)Nc1ccc(F)cc1)C(=O)CN1C(=O)NC2(CCCCC2)C1=O	-5.2%	15.1%
O=C(NCc1cccnc1)c1ccc(NS(=O)(=O)c2cccc([N+](=O)[O-])c2)cc1	3.7%	21.2%
COC(=O)C1=C(c2cc3ccccc3o2)C[C@@H]2CC[C@H]1N2C(=O)NC(C)C	-2.2%	8.6%
CC(C)NC(=O)Nc1cccc2c1O[C@H](CN(C)C(=O)NC(C)C)[C@@H](C)CN([C@H](C)CO)C2=O	-5.7%	7.4%
CC(C)c1ccc(O)c(C(=O)c2cnn(-c3ccccc3)c2)c1	5.1%	?
CCN(CC)C(=O)c1[nH]cnc1C(=O)NCc1ccccc1	6.0%	-11.5%
O=C(Nc1ccccc1F)c1ccccc1C(=O)Nc1ccccc1F	-2.8%	-4.2%
C[C@H](CO)N1C[C@H](C)[C@@H](CN(C)C(=O)Nc2ccc(C(F)(F)F)cc2)Oc2ccc(NC(=O)Cn3cnnn3)cc2C1=O	1.0%	11.7%

A second format for part of the listing above.
SMILES,Tb PYK inh,HCV inhibitor
O=C(Nc1ccccc1F)c1ccccc1C(=O)Nc1ccccc1F,-2.8%,-4.2%
Cc1nn(CC(=O)OCC(=O)NCCc2ccc(F)cc2)c(C)c1[N+](=O)[O-],0.9%,6.7%

(cont.)
SMILES	Tb PYK inh	HCV inhibitor
CC(C)CN(C(=O)CSc1nc2ccccc2[nH]1)C1CCS(=O)(=O)C1 (stereo unspecified)	3.7%	10.3%
C[C@@H]1CC[C@@]2(O[C@@H](CCO)C[C@@H](O)[C@@H]2O)O1	3.8%	45.7%[activator]
CCC(C)(C)n1nnnc1CN1CCC(O)(c2cccc(C(F)(F)F)c2)CC1	2.4%	-7.1%
COc1ccc(-c2cccc(-c3cc(=O)oc4cc(OC)cc(OC)c34)c2)cc1	2.3%	?
Cn1cccc1C(=O)NC(=O)COC(=O)CCNS(=O)(=O)c1ccc(Cl)cc1	-0.5%	16.5%
CCN(C(=O)COC(=O)CCOc1ccccc1C)c1c(N)n(Cc2ccccc2)c(=O)[nH]c1=O	-1.9%	4.4%
COCCCn1cnnc1SC(C)C(=O)Nc1ccc(S(=O)(=O)N2CCOCC2)cc1 (stereo unspecified)	3.7%	11.9%
Cn1c2c(sc1=O)CCC2	-10.5%	8.5%
Cc1cccc(C(=O)NCC(=O)OCC(=O)c2ccc(Br)s2)c1	0.4%	-13.6%
CC(NC(=O)c1cccc(S(=O)(=O)N2CCN(Cc3ccccc3)CC2)c1)c1ccccc1Cl (stereo unspecified)	-6.1%	?
C[C@@]12C(=O)N(Cc3ccco3)CC(=O)N1[C@H]1c3cc(Cl)ccc3OC[C@@H]1[C@@H]2c1ccccc1	-16.3%	?
O=C(COC(=O)/C=C/c1cccs1)Nc1ccc(Cl)cc1F	-18.6%	?
CC(C)(C)c1ccc(C2=CC(c3ccccc3F)n3ncnc3N2)cc1 (stereo unspecified)	-3.6%	8.0%
CCOC(=O)C1OC1(c1ccccc1)c1ccccc1 (stereo unspecified)	8.8%	0.1%
O=C(NCC1CCCO1)c1cccc2c1C(=O)c1ccc(N3CCC(Cc4ccccc4)CC3)cc1S2(=O)=O (stereo unspecified)	-5.8%	?
CC(=O)Nc1ccc(CCNC(=O)c2ccc3ccccc3c2O)cc1	-7.8%	?
O=C1c2ccccc2CSc2c(O)cccc21	-12.3%	-1.2%
CS(=O)(=O)c1ccc(C(=O)NCC2(N3CCOCC3)CCCCC2)cc1	-0.4%	0.1%
CCN(C(=O)COC(=O)/C=C/c1ccc(F)cc1)C1CCCCC1	-9.6%	-4.2%
C=CCC[C@@H](Cc1ccc(F)cc1)C(=O)O[C@H](CNC(=O)[C@@H](CC=C)CC(=O)N[C@H](CO)Cc1ccccc1)c1ccccc1	1.0%	34.0%[activator]

Screening results: PubChem, National Center for Advancing Translational Sciences (NCATS)

An excerpt. The share of hits here may be higher or lower than overall.
